High-throughput results deposited in PubChem by The Scripps Research Institute Molecular Screening Center.
OX1R antag-1 – OX1R (human) antagonism. O43613. OX1R-expressing cells, FRET antagonist read-out. inhibition, % at 6.6 µM. hit rate 1.8% among 330,000. AID 485270; in the data active = inhibition mostly above about 38%, no sharp cut-off; inactive = mostly below about 40%;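 note: 0% = agonist challenge alone and 100% = reference antagonist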
Target sequence (O43613 whole entry, looked up): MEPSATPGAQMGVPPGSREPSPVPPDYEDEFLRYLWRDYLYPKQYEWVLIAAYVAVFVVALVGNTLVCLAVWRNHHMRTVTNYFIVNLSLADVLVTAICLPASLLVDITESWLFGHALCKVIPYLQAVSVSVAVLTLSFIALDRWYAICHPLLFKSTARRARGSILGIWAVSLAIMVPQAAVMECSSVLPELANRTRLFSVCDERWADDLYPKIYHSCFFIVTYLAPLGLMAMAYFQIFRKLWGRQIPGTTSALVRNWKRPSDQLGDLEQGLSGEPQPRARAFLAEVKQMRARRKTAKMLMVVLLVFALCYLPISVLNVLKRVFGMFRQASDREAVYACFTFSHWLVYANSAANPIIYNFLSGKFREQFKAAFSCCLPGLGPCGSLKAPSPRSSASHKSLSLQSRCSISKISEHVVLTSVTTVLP
OX1R antag-2 – human HCRTR1 antagonism. O43613. CHO/OX1R cells, Fluo-8 calcium fluorescence, orexin A. inhibition, % at 5 µM. hit rate 0.43% among 330,000. AID 434989;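 active = inhibition above its plate's threshold, mean inhibition of all tested compounds on the plate plus 3 SD, cut at about 37% in these data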;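 note: 0% = orexin A challenge wells and 100% = SB-334867-A antagonist wells; not every result past the cut was called active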
Starred values were filed as active, the others as inactive.

Second line of a record: OX1R antag-1, OX1R antag-2
- CCCCC(=O)NS(=O)(=O)c1ccc(N=NN2CCOCC2)cc1
→ 0, -4
- CCCCSc1nnc(-c2ccc(C)cc2)o1
→ 5, -1
- NC(=O)COC(=O)c1ccc(Cl)c(S(=O)(=O)N2CCCCCC2)c1
→ 16, -14
- N#Cc1cccc(NC(=S)Nc2ccccc2)c1
→ 34, -11
- COc1ccc(CCN2C(=O)CC(C(N)=O)SC2=Nc2ccccc2)cc1 (configuration not stated)
→ 4, -1
- O=C(NCC1CCCO1)C(=O)NCC(c1ccco1)N1CCN(c2ccccc2F)CC1 (configuration not stated)
→ 7, -28
- Cc1cccc(OC(=O)CN2C(=O)C3C4CCC(C4)C3C2=O)c1C (configuration not stated)
→ 17, -30
- O=C(OCC(=O)c1ccc[nH]1)c1ccc(Br)cc1
→ 11, 4
- CC1CCN(c2c(NCc3ccc(C(=O)N(C)C4CCCCC4)cc3)c(=O)c2=O)CC1
→ -1, -15
- Cc1[nH]nc2nc3c(c(OC(=O)c4ccccc4)c12)c(=O)n(C)c(=O)n3C
→ 9, 1
- Cc1csc(Cn2c(CN(C)C)nc3ccccc3c2=O)n1
→ 7, -12
- C=CCNc1nc2ccccc2nc1NS(=O)(=O)c1ccc(F)cc1
→ -7, -2
- CCc1noc(C)c1C(=O)N(CCC(C)C)c1c(N)n(Cc2ccccc2)c(=O)[nH]c1=O
→ 6, -7
- COCCCNC(=O)CCc1nnc(Cc2ccc(-c3ccccc3)cc2)o1
→ 18, -26
- O=C(CN1CCOCC1)NC1CC2CCC1C2 (configuration not stated)
→ 4, -20
- CC(C)CCN1CCN(Cc2coc3ccccc3c2=O)CC1CCO (configuration not stated)
→ 13, -9
- C/C(=N\NC(=O)Cc1csc(N2CCOCC2)n1)c1ccccc1
→ 8, -15
- COc1ccc(C(=O)Oc2coc(CSc3nnc(NC(=O)c4cccs4)s3)cc2=O)cc1
→ 9, -8
- O=C(CCn1ccc2cc(S(=O)(=O)N3CCCC3)ccc21)NCCc1ccccc1
→ 13, -17
- CN(C(=O)CN1C(=O)S/C(=C\c2ccc(F)cc2)C1=O)C1CCS(=O)(=O)C1 (configuration not stated)
→ 28, -9

Exported as comma-separated lines: 3 of the compounds above.
Molecule,OX1R antag-1,OX1R antag-2
Cc1[nH]nc2nc3c(c(OC(=O)c4ccccc4)c12)c(=O)n(C)c(=O)n3C,9,1
Cc1csc(Cn2c(CN(C)C)nc3ccccc3c2=O)n1,7,-12
Cc1cccc(OC(=O)CN2C(=O)C3C4CCC(C4)C3C2=O)c1C (configuration not stated),17,-30

Next structures follow.
Second line of a record: OX1R antag-1, OX1R antag-2
- Nc1c(C(=O)O)sc2nc(-c3ccccc3)cc(-c3ccc(Cl)cc3)c12
→ 15, -17
- CC1Cc2ccccc2N1C(=O)c1nn(C)cc1Br (configuration not stated)
→ 9, -11
- O=C(Nc1ccc(Cl)cc1)N1CCN(c2ncccn2)CC1
→ 6, -16
- C/C(=N/NC(=O)CNC(=O)C(c1ccccc1)c1ccccc1)c1ccco1
→ 5, -2
- CC(C)CN(CCNC(=O)c1cn(C)c2ccc(S(=O)(=O)N3CCCC3)cc2c1=O)CC(C)C
→ 1, -17
- COc1ccc(/C=C/CN2CCN(Cc3cccc(OC)c3)C(CCO)C2)cc1 (configuration not stated)
→ 10, -33
- CCCCNC(=O)CSc1nc(CCC)nc2ccccc12
→ 12, -28
- CCOC(=O)Cn1ccc(NC(=O)COc2ccc(F)cc2F)n1
→ 1, -2
- Cc1oc2c(C)c3oc(=O)c(CCC(=O)NCCCn4ccnc4)c(C)c3cc2c1C
→ 8, -15
- N=c1c(C(=O)NC2CCCC2)cc2c(=O)n3ccccc3nc2n1CCCN1CCOCC1
→ 45*, -14
- O=C(CCCc1nc2ccccc2s1)NNC(=O)CCN1CCN(Cc2ccccc2)CC1
→ 18, -18
- C#CCSc1nnc(-c2sc(-c3ccccc3)nc2C)n1C
→ 11, -20
- COCCCNC(=O)C[C@H]1C[C@H](C(=O)N2CCOCC2)[C@@]2(CCC3CCCC3)c3[nH]c4ccc(Cl)cc4c3CCN2C1=O
→ 6, -2
- Cc1cc(C)n2cc(CSc3nnnn3-c3ccc(Cl)cc3)nc2n1
→ 3, -20
- CN(C)/C(=N\S(=O)(=O)c1ccccc1)c1ccc(Cl)cc1
→ -1, -21
- CCC(C)NC(=O)C1CCCN(C(=O)Nc2ccc(F)cc2)C1 (configuration not stated)
→ 14, -9
- Cc1cc(C(=O)CSc2nnc(-c3cccc(F)c3)n2N)c(C)n1Cc1ccc2c(c1)OCO2
→ 59, -3
- CN(Cc1ccccc1)C(=O)Cn1cccc1C(=O)c1ccccc1
→ 20, 1
- O=S1(=O)C=C(Sc2nnc(-c3ccccc3)o2)c2ccccc21
→ -1, 2
- CCOC(=O)c1ccc(S(=O)(=O)N2CCN(S(=O)(=O)CC)CC2)cc1
→ 10, -5
- COc1ccc(C(=O)N2CCN=C2SC)cc1OC
→ 25, -15
- Cc1ccc(S(=O)(=O)N[C@H](C(=O)OCC(=O)N2N=C(c3ccc(Cl)cc3)CC2c2ccco2)C(C)C)cc1 (some centres not stated)
→ 6, -9
- COC(=O)c1sccc1NC(=S)N1CCN(c2ccc(F)cc2)CC1
→ 7, -27
- Cc1ccc(C(=O)CNc2ccccc2C)cc1
→ -6, 4
- Cc1cccc(Nc2nnc(SCC(=O)NC3CCCc4ccccc43)s2)c1 (configuration not stated)
→ 22, -19
- O=C(c1ccc(Br)o1)N1CCN=C1SCc1cccc(F)c1
→ 9, -7
- C=CCNC(=O)c1ccc(Sc2ccccc2)c([N+](=O)[O-])c1
→ 36, -26
- COc1ccc(CN2CCN(Cc3ccc4cc(F)ccc4n3)CC2CCO)c(C)c1C (configuration not stated)
→ 19, -38
- Cc1ccc(-n2nc3c(=O)n(CC(=O)NC(C)CCc4ccccc4)nc(C)c3c2C)cc1 (configuration not stated)
→ 12, -16
- Cc1cc(N2CCCC2)ccc1NC(=O)CN1C(=O)NC2(CCCCC2)C1=O
→ 6, -20
- COCCn1c(C)cc(C(=O)CSc2cc(C)c3ccc(OC)cc3n2)c1C
→ 11, 3
- CSc1nc(C)cc(SCC(=O)N/N=C/c2ccccc2)n1
→ 17, -3
- COc1cc(NC(C)CCCN)c2ncccc2c1Oc1ccccc1 (configuration not stated)
→ 10, -16
- Cc1[nH]n(-c2ccccc2)c(=O)c1C1(C(F)(F)F)C(=O)N(c2ccc(F)cc2)C2=C1C(=O)CC(C)(C)C2 (configuration not stated)
→ 15, -33
- CC(=O)c1ccc(NC(=O)NC2CC(=O)N(c3ccc4c(c3)OCCO4)C2)cc1 (configuration not stated)
→ 12, -28
- CCS(=O)(=O)Nc1cc2c3c(c1)CCC(=O)N3CCC2
→ 11, -6
- O=C(Cc1ccc(Cl)cc1)Nc1cc(S(=O)(=O)N2CCOCC2)ccc1N1CCCC1
→ 17, -30
- O=C(Nc1nc2ccc(F)cc2s1)c1ccc(N2CCCC2=O)cc1
→ 10, -6
- CC(C)C(NC(=O)/C=C/c1cccc([N+](=O)[O-])c1)C(C)C
→ 20, -16
- O=C1C2C3CCC(O3)C2C(=O)N1c1cccc(O)c1 (configuration not stated)
→ 11, -7
- CCOc1ccc(OCCSc2nnnn2-c2ccccc2)cc1
→ 30, -21
- Cc1ccc(N2C(=O)N(CC(=O)Nc3c(C)cc(C)cc3Cl)C(=O)C2C)cc1 (configuration not stated)
→ 10, -20
- CCN(CC)S(=O)(=O)c1cc(C(=O)NCCN2CCOCC2)ccc1Cl
→ 13, -8
- Cc1c2ccccc2cc(Cc2ccccc2)[n+]1C
→ 16, -27
- Cc1ccc(CNC(=O)C2CCCN(S(=O)(=O)c3cccnc3)C2)cc1 (configuration not stated)
→ 14, -16
- CN(C)S(=O)(=O)c1cccc(-c2nn(-c3ccccc3)cc2/C=C(/C#N)C(=O)NCc2ccco2)c1
→ 13, -2
- O=[N+]([O-])c1ccc(-n2cccn2)c(-c2nn[nH]n2)c1
→ 108*, -13
- CC(C)OP(=O)(Nc1cccc2ccccc12)OC(C)C
→ 8, -14
- COc1ccc(/C=N/NC(=O)c2ccn[nH]2)cc1Cn1cc([N+](=O)[O-])cn1
→ -1, -16
- CCCn1nc2cc(C(=O)NCc3ccc(C)cc3)ccc2c1OCC
→ 30, -27

(continued)
Second line of a record: OX1R antag-1, OX1R antag-2
- COc1cccc(CNC(=O)COC(=O)C2CC3CCCC(C2)C3=O)c1 (configuration not stated)
→ 36, -14
- Cc1cc(C)cc(-n2ncc3c2CCCC3NC(=O)c2ccccc2N2CCOCC2)c1 (configuration not stated)
→ 6, -40
- O=C(CCC1CCCN(Cc2cccc(Cl)c2)C1)NCc1ccccc1F (configuration not stated)
→ 18, -41
- CCc1ccc(N(C(=O)CCC(=O)Nc2cc(C)on2)C(C(=O)NC2CCCC2)c2ccco2)cc1 (configuration not stated)
→ 52, -40
- CC(C)(C)c1ccc(/C=N/NC(=O)Cc2c[nH]c3ccccc23)cc1
→ 6, -7
- CN(C)NC(=O)C(NC(=O)c1ccccc1)C12CC3CC(CC(C3)C1)C2 (configuration not stated)
→ 21, -7
- Cc1ccc(CCN2CC(C(=O)NCc3cccnc3)CC2=O)cc1 (configuration not stated)
→ 3, 13
- O=C(Nc1c(Cl)ccc2nsnc12)c1ccc([N+](=O)[O-])o1
→ 57*, 2
- Cn1c(=O)c2c(nc(Cl)n2CC(=O)N2CCCCC2)n(C)c1=O
→ 6, 4
- COc1ccc(Nc2nc(N3CCN(S(=O)(=O)N(C)C)CC3)nc3ccccc23)cc1
→ 26, -6
- CCOC(=O)c1cnc(SCC(=O)Nc2nc(C)c(C)s2)nc1N
→ 17, -32
- CC(C)(C)NC(=O)CN(C(=O)c1ccc(Cl)nc1)c1cccc2ccccc12
→ 9, -23
- CC(=O)c1ccc(OCC(C)C)c(CN2CCCCC2)c1
→ 36, -26
- CCc1cc(=O)oc2cc(OC3CCCCC3=O)ccc12 (configuration not stated)
→ -3, -3
- CCOC(=O)Nc1sc2c(c1C#N)CCC(C)C2 (configuration not stated)
→ 7, -2
- CC1CCCC(C)N1C(=O)CN1C(=O)c2ccccc2S1(=O)=O (configuration not stated)
→ 3, -27
- O=C(NNC(=O)C1CC=CCC1C(=O)O)c1ccc(Cl)cc1 (configuration not stated)
→ 14, -13
- Cc1ccc(C)c(OCc2cc(C(=O)NC3CCN(Cc4ccccc4)CC3)no2)c1
→ 1, -4
- O=C(NCc1ccc2c(c1)OCO2)C1CC(=O)N(C2CCCCCCC2)C1 (configuration not stated)
→ 9, -3
- Cc1c(C#N)c(N)nc(Cl)c1C#N
→ 5, -5
- Cc1ccc(S(=O)(=O)Nc2cc(=O)[nH]c(SCC(=O)Nc3cccc(C)c3)n2)cc1
→ 25, -10
- CCCOc1ccc(CC(=O)NCCc2ccccc2)cc1OC
→ 9, -24
- C#CCOc1c(Br)cc(/C=N/O)cc1OCC
→ 29, 2
- CCOC(=O)c1nn(-c2ccc(Cl)cc2)c(=O)c(C#N)c1C
→ 50*, -13
- CCOC(=O)c1[nH]c2ccc(OC)cc2c1NC(=O)CN1CCSCC1
→ 24, -35
- COc1cc(C(=O)NCC(=O)NCCN2C(=O)S/C(=C\c3ccc4c(c3)OCO4)C2=O)cc(OC)c1OC
→ 28, -17
- CC(=O)Oc1c(-c2ccc(Br)o2)oc2ccccc2c1=O
→ 83*, 24
- COCCCNC(=O)CCn1c(=O)c2ccccc2n(CC(=O)Nc2ccccc2C)c1=O
→ 39, -5
- CCOC(=O)C1=NN(c2ccc(OC)cc2)C(c2ccccc2)CC1=O (configuration not stated)
→ 4, -11
- O=C(O)COc1ccc(/C=N/NC(=O)C(O)(c2ccccc2)c2ccccc2)cc1
→ -7, -2
- CCCn1c(N)c(C(c2ccc(C(=O)OC)cc2)N2CCN(c3ccccc3)CC2)c(=O)[nH]c1=O (configuration not stated)
→ 10, -10
- CCCCC1=CC2=CC(=O)C(C)(OC(=O)CC)C(=O)C2=CN1Cc1ccccc1 (configuration not stated)
→ 49, -25
- N/C(=N\OC(=O)C1CCCCC1)c1ccc(Br)cc1
→ 9, 0
- COc1ccc(NC(=O)CC2C(=O)OCC3CCCCN32)cc1Cl (configuration not stated)
→ 16, -20
- CN1CCN(C(=O)/C=C\c2ccc(Cl)cc2)CC1
→ 23, -19
- O=S(=O)(c1ccc(F)c(F)c1F)N1CCN(c2ncnc3sccc23)CC1
→ 13, 20
- O=C(Cc1cccc2ccccc12)N1CCN(c2ncccn2)CC1
→ 17, -42
- O=C(OCC(=O)c1ccc[nH]1)c1ccc(S(=O)(=O)N2CCCCCC2)cc1
→ 5, -19
- S=c1[nH]nc(CN2CCCCC2)n1Cc1ccccc1
→ 17, -11
- CC1(C)CC(=O)c2cc(OCC(=O)NCc3cccnc3)ccc2O1
→ 7, -29
- COC(=O)c1ccc(OCC(=O)Nc2nn(-c3ccccc3)nc2C(N)=O)cc1
→ 14, -11
- CC(C)(C)N1CC(C(=O)Nc2ccc(S(N)(=O)=O)cc2)CC1=O (configuration not stated)
→ 8, -17
- CCOC(=O)c1[nH]c2ccc(Br)cc2c1NC(=O)CNC
→ 21, -18
- Cc1ccc(C)c(N2CCN(C(=O)C3CCCN(c4ncnc5c4nc4n5CCCCC4)C3)CC2)c1 (configuration not stated)
→ 10, -11
- CCOC(=O)CNC(=O)CSc1nnc(-c2cccc(C)c2)n1-c1ccc(OC)cc1
→ 7, -47
- COc1ccc(/C=C2/SC(=O)N(CC(=O)NCCC(C)C)C2=O)cc1OC
→ 12, -25
- CCCn1c(N)c(N(CCOC)C(=O)c2ccc(F)cc2)c(=O)[nH]c1=O
→ 8, -70
- O=C(O)c1ccccc1NC(=O)N1CCOCC1
→ 24, -15

Record cards (already shown). Order of screens: OX1R antag-1	OX1R antag-2
N=c1c(C(=O)NC2CCCC2)cc2c(=O)n3ccccc3nc2n1CCCN1CCOCC1 as listed: 45*	-14
O=C(O)COc1ccc(/C=N/NC(=O)C(O)(c2ccccc2)c2ccccc2)cc1 as listed: -7	-2
Cn1c(=O)c2c(nc(Cl)n2CC(=O)N2CCCCC2)n(C)c1=O as listed: 6	4
O=C(O)c1ccccc1NC(=O)N1CCOCC1 as listed: 24	-15
Cc1ccc(CCN2CC(C(=O)NCc3cccnc3)CC2=O)cc1 (configuration not stated) as listed: 3	13
